Source: PubChem
Furin inhibitor – human furin inhibition; purified furin, fluorogenic substrate cleavage; inhibition, % at 30 µM; 0.061% of 220,000 active; AID 463115; in the data active means inhibition above about 25%; further: inactives centre near -15
p97 inhibitor – human p97 ATPase inhibition | inhibition, % at 8 µM | P55072 | recombinant p97 ATPase, Kinase-Glo ATP luminescence, 3 h | 0.42% of 220,000 active; in the data active means inhibition above about 15%;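 further: 0% = DMSO vehicle and 100% = wells lacking enzyme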
Target sequence (P55072 whole entry, looked up): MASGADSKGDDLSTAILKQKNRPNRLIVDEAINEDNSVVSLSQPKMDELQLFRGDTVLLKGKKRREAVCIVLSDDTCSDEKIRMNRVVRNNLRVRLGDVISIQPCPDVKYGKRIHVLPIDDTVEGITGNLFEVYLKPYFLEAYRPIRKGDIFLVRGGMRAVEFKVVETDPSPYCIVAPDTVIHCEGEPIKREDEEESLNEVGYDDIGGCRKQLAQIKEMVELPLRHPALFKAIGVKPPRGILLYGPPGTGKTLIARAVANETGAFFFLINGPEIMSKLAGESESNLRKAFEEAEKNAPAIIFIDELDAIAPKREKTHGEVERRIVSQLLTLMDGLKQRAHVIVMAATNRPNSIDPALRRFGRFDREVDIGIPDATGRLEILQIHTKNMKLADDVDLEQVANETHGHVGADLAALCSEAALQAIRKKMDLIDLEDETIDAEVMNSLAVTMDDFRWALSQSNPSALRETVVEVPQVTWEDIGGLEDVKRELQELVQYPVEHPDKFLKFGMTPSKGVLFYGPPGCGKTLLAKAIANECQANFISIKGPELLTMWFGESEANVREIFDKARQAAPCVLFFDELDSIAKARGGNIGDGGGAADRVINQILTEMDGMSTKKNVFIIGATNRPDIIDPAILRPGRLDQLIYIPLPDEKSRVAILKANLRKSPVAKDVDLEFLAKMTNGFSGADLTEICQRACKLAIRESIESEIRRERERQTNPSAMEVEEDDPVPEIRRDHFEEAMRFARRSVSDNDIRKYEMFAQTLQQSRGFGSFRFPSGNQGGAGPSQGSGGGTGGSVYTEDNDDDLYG
RBBP9 inh – human RBBP9 hydrolase inhibition; recombinant RBBP9, FP-Rh probe fluorescence polarization; inhibition, % at 7.94 µM; 0.2% of 220,000 active;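 active means inhibition above the campaign mean of all tested compounds plus 3 SD, cut at about 14% in these data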;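 further: plate controls were DMSO wells with RBBP9 for no effect and wells lacking RBBP9 protein for full effect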
Target sequence (O75884 whole entry, looked up): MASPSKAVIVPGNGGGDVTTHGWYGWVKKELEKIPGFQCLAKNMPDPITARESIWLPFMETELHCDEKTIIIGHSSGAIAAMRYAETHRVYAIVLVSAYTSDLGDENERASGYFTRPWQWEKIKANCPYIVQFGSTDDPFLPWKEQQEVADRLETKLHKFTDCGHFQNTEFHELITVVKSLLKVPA
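Test system: recombinant human RBBP9. Quantity: 2.5 µM RBBP9 dispensing solution, before mixing. Detection: FP readout at 525/598 nm. Reagent: Serine-hydrolase probe FP-Rh, 375 nM pre-mixing. Measure: % inhibition. Control set: DMSO-treated enzyme wells and wells lacking RBBP9. Buffer or medium: Tris-NaCl-Pluronic buffer, pH 8.0. Times: preincubation 30 min plus labeling 45 min at 25 °C.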
Runt-CBFb FRET – inhibitors of human RUNX1 Runt domain binding to CBFb; Cerulean-Runt/Venus-CBFb FRET ratio 530/480, 1 h; inhibition, % at 20 µM; 0.46% of 220,000 active;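 active means inhibition over about 50% at 20 µM in the single-dose screen, limit read from the data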;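 further: 0% = DMSO wells and 100% = excess unlabeled CBFb competitor control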
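Assay system: Cerulean-tagged RUNX1 Runt domain (FRET donor) fusion protein / Amount: 100 nM each of Venus-CBFb and Cerulean-Runt domain / Medium: Tris buffer pH 7.5 with salts and BSA / Also added: Venus-CBFb 100 nM / Schedule: 1 h complex formation plus 1 h compound treatment, room temperature / Signal: FRET fluorescence / Read-out: loss of energy transfer signal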
Tb hexokinase – blocks Trypanosoma brucei hexokinase 1 activity | recombinant TbHK1, G6PDH-coupled NADH A340 | AID 1430 | 0.11% of 220,000 active | inhibition, % at 10 µM;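 active means inhibition of 50% or more in the single-dose primary screen; inactive means inhibition below 50%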
NCF1 inh – blocks human p47phox regulatory protein of NADPH oxidases; P14598; p47phox/p22phox peptide binding, fluorescence polarization, 2 h; inhibition, % at 24.7 µM; 0.53% of 220,000 active; AID 1274;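 active means inhibition above about 30%, limit read from the data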;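 further: 0% = p47phox with labelled peptide and 100% = labelled peptide alone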
EBV gp42 inh – EBV gp42 inhibition; AID 1085; 0.42% of 220,000 active; Q1HVG2; inhibition, % (tested at 21.74 µM); Fluorescence polarization binding assay, mP read-out; in the data active means inhibition above about 50%
Calpain2 inh – inhibitors of pig calpain II. purified calpain II, fluorogenic peptide substrate, 30 min. inhibition, % at 16 µM. 0.37% of 220,000 active;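 active means inhibition above about 50%, limit read from the data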
Runt-SMMHC FRET – blocks binding of human RUNX1 Runt domain to CBFb-SMMHC; Cerulean-Runt/Venus-CBFb-SMMHC FRET ratio 530/480, 1 h; inhibition, % at 20 µM; 0.74% of 220,000 active; AID 1434;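 active means mean inhibition across duplicate retests at 20 µM reaching about 50%, limit read from the data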;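 further: 0% = DMSO wells and 100% = wells with excess untagged CBFb-SMMHC; inhibitors lower the FRET ratio by blocking Runt binding to CBFb-SMMHC; some results filed as inactive read as strong as hits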
Active calls of the source: *; . = no result given; [ ] = dose if it differs, or a comment.

Furin inhibitor	p97 inhibitor	RBBP9 inh	Runt-CBFb FRET	Tb hexokinase	NCF1 inh	EBV gp42 inh	Calpain2 inh	Runt-SMMHC FRET	molecule
-4[20 µM]	4	3	1	-3	-3	16	-5	-2	Cc1nn(-c2ccccc2)c2c1C(c1c(C)[nH]c(C#N)c1C)C(C#N)=C(N)O2 (stereo not drawn)
-5	-8	-8	1	8	-3	2	15	0	O=C(Cn1c(CO)nc2ccccc21)NCCc1ccc(F)cc1
-22	5	-11	-1	-3	-6	11	-4	2	O=C(Cn1nnc(-c2ccccc2)n1)N/N=C/c1ccco1
-17	8	5	2	-4	3	-16	-20	-4	O=C(CSc1n[nH]c(-c2ccccc2F)n1)NCC(=O)Nc1ccc(F)c(F)c1F
-21	4	-5	18	-5	-5	-21	-14	12	Cc1ccc(N2C(=O)CC(Sc3ccccc3C(=O)O)C2=O)c([N+](=O)[O-])c1 (stereo not drawn)
-16	-2	0	1	-11	0	-11	-20	-1	COc1ccc(/C=N/NC(=O)Cn2cnc3c2c(=O)n(C)c(=O)n3C)c(OC)c1OC
-22[20 µM]	-4	-2	-2	-9	-16	4	5	-2	Cc1cc(C(C)(C)C)nc2[nH]n(-c3ccccc3)c(=O)c12
-22	4	-6	1	1	-8	-8	-6	-2	O=C(Cc1ccccc1F)Nc1ccccc1-c1ccccc1
-11	1	-4	1	-6	-14	-16	14	-7	O=C(c1ccc(-c2ccccc2)c(F)c1)C1CCCN(CCCn2cccn2)C1 (stereo not drawn)
-17	3	-9	-1	-2	-7	-2	0	2	C/C(=N\OCC(=O)Nc1ccccc1Br)c1cccs1

Reprinted at random: two entries already listed, in no set order.
Furin inhibitor	p97 inhibitor	RBBP9 inh	Runt-CBFb FRET	Tb hexokinase	NCF1 inh	EBV gp42 inh	Calpain2 inh	Runt-SMMHC FRET	molecule
-17	3	-9	-1	-2	-7	-2	0	2	C/C(=N\OCC(=O)Nc1ccccc1Br)c1cccs1
-4[20 µM]	4	3	1	-3	-3	16	-5	-2	Cc1nn(-c2ccccc2)c2c1C(c1c(C)[nH]c(C#N)c1C)C(C#N)=C(N)O2 (stereo not drawn)

(more compounds)
Furin inhibitor	p97 inhibitor	RBBP9 inh	Runt-CBFb FRET	Tb hexokinase	NCF1 inh	EBV gp42 inh	Calpain2 inh	Runt-SMMHC FRET	molecule
-14[20 µM]	-3	-2	0	-9	-15	-4	-7	7	Cc1ccc(NC(=O)CSc2nnc(C)n2-c2ccccc2)cc1
-14[20 µM]	1	-1	-1	-44	-1	-17	-12	0	CCN(CC)c1ccc(C2NCC(c3ccc([N+](=O)[O-])cc3)O2)cc1 (stereo not drawn)
-10	-4	-11	0	2	-7	-6	27	-1	Cc1ccc(N(CC(=O)NCCc2ccc(F)cc2)S(=O)(=O)c2ccc(Cl)c([N+](=O)[O-])c2)c(C)c1
-13	1	0	-2	-15	-24	-3	-376	2	COc1ccc2[nH]c3c(NCCN(C(C)C)C(C)C)ncnc3c2c1
-16	0	-7	1	-11	1	-10	18	2	Cc1cc(C(=O)OCn2nnc3ccccc3c2=O)c(C)o1
-9	11	-6	8	1	-9	-12	-6	2	CCOc1ccc(OCC(=O)c2c(O)c3ccccc3oc2=O)cc1
-24	-4	-9	-1	-2	-20	-4	8	2	CCc1ccc(NC(=O)CN(c2ccc3c(c2)OCO3)S(=O)(=O)c2c(C)noc2C)cc1
2	-3	-9	-4	-11	-22	0	13	-2	COc1ccc(Nc2nc(-c3ccccc3)nc3ccccc23)c(OC)c1
-26	.	.	5	-18	-7	-11	-31	2	C/C=C\C=C/C(=O)Nc1cccc(C2=NOC3(C2)C[C@@H](C(N)=O)N(C(=O)/C=C/CC)C3)c1 (stereo partly drawn)
-12	4	-6	-1	3	-8	-7	5	2	CCCNS(=O)(=O)c1cc(Br)cc2c1N(C(=O)CC)CC2
-20	-7	-8	.	7	-9	-20	26	.	O=C(c1ccc(Cl)cc1)C1CCCN(Cc2cccn2-c2cccnc2)C1 (stereo not drawn)
-20	-1	-8	2	-2	-5	2	-19	-2	O=C(O)CCCNC(=O)c1ccc(NC(=O)Cc2ccc(Cl)cc2)cc1
-28	1	-2	-2	6	-14	-11	-54	-3	COc1ccc(S(=O)(=O)N2CCC(C(=O)Nc3nnc(CCN4CCCCC4)s3)CC2)cc1
-6	1	6	0	30	-14	-11	-2	-2	COc1ccc(Nc2ccc(Cl)cc2)c(C(=O)O)c1
-16	2	-5	1	0	-10	-9	-7	-1	O=C(NCc1ccccc1)C(c1ccccc1)N(C(=O)c1csnn1)C1CC1 (stereo not drawn)
-14[20 µM]	2	-1	0	-3	-13	-29	-23	3	O=S(=O)(Nc1cccnc1)c1ccc(Cl)c(C(F)(F)F)c1
-18	4	3	0	-3	-1	-5	-25	1	CC(C)c1nn(-c2cc(C(F)(F)F)ccn2)c(=O)o1
-19	1	-5	2	-7	12	-6	-5	4	COc1ccc2[nH]c3c(=O)n(CCCCC(=O)NCCC(C)C)c(=S)[nH]c3c2c1
-22	5	7	2	1	-3	-14	-6	-6	CCN1CCN(C(c2cccs2)C(C)NC(=O)c2ccccc2OC)CC1 (stereo not drawn)
-17	11	9	0	2	-3	-9	6	-4	Cc1ccc(C)c(C(C)NC(=O)CC#N)c1 (stereo not drawn)

For convenience, part of the list above:
Furin inhibitor	p97 inhibitor	RBBP9 inh	Runt-CBFb FRET	Tb hexokinase	NCF1 inh	EBV gp42 inh	Calpain2 inh	Runt-SMMHC FRET	molecule
-24	-4	-9	-1	-2	-20	-4	8	2	CCc1ccc(NC(=O)CN(c2ccc3c(c2)OCO3)S(=O)(=O)c2c(C)noc2C)cc1
2	-3	-9	-4	-11	-22	0	13	-2	COc1ccc(Nc2nc(-c3ccccc3)nc3ccccc23)c(OC)c1
-26	.	.	5	-18	-7	-11	-31	2	C/C=C\C=C/C(=O)Nc1cccc(C2=NOC3(C2)C[C@@H](C(N)=O)N(C(=O)/C=C/CC)C3)c1 (stereo partly drawn)
-12	4	-6	-1	3	-8	-7	5	2	CCCNS(=O)(=O)c1cc(Br)cc2c1N(C(=O)CC)CC2
-20	-7	-8	.	7	-9	-20	26	.	O=C(c1ccc(Cl)cc1)C1CCCN(Cc2cccn2-c2cccnc2)C1 (stereo not drawn)
-20	-1	-8	2	-2	-5	2	-19	-2	O=C(O)CCCNC(=O)c1ccc(NC(=O)Cc2ccc(Cl)cc2)cc1
-28	1	-2	-2	6	-14	-11	-54	-3	COc1ccc(S(=O)(=O)N2CCC(C(=O)Nc3nnc(CCN4CCCCC4)s3)CC2)cc1
-6	1	6	0	30	-14	-11	-2	-2	COc1ccc(Nc2ccc(Cl)cc2)c(C(=O)O)c1
-16	2	-5	1	0	-10	-9	-7	-1	O=C(NCc1ccccc1)C(c1ccccc1)N(C(=O)c1csnn1)C1CC1 (stereo not drawn)
-14[20 µM]	2	-1	0	-3	-13	-29	-23	3	O=S(=O)(Nc1cccnc1)c1ccc(Cl)c(C(F)(F)F)c1
-18	4	3	0	-3	-1	-5	-25	1	CC(C)c1nn(-c2cc(C(F)(F)F)ccn2)c(=O)o1
-19	1	-5	2	-7	12	-6	-5	4	COc1ccc2[nH]c3c(=O)n(CCCCC(=O)NCCC(C)C)c(=S)[nH]c3c2c1
-22	5	7	2	1	-3	-14	-6	-6	CCN1CCN(C(c2cccs2)C(C)NC(=O)c2ccccc2OC)CC1 (stereo not drawn)
-17	11	9	0	2	-3	-9	6	-4	Cc1ccc(C)c(C(C)NC(=O)CC#N)c1 (stereo not drawn)

Further entries follow:
Furin inhibitor	p97 inhibitor	RBBP9 inh	Runt-CBFb FRET	Tb hexokinase	NCF1 inh	EBV gp42 inh	Calpain2 inh	Runt-SMMHC FRET	molecule
-6	1	-8	-14	-7	3	-18	-28	-33	COc1ccc(-c2nc(NC(=O)c3n[nH]c(=O)c4ccccc34)sc2C)cc1
-2	3	-1	-1	35	1	-10	-16	-8	CCNC(=O)COC(=O)CNC(=O)c1cc(Cl)cc([N+](=O)[O-])c1
-25	5	4	-5	-4	-9	-2	-25	-9	COc1cccc2cc(S(=O)(=O)c3ccc(C)cc3)/c(=N/NS(=O)(=O)c3ccc(C)cc3)oc12
-5[20 µM]	3	11	0	0	-4	-5	-8	-2	COC(=O)C1CCN(C(=O)CSc2nnc(-c3ccncc3)o2)CC1
-29	-1	-3	-5	-5	-13	-2	-56	0	Cc1ccc(OCCN(C)C(=O)CC2C(=O)NCCN2CC(C)(C)C)cc1 (stereo not drawn)
-25	-1	-5	3	-3	-9	-3	-5	0	C/C(=N\NC(=S)Nc1cccc(C)c1)c1cccc(N)c1
-5[20 µM]	4	-11	-1	2	-9	-6	-30	0	O=C1/C(=C/c2ccccc2)CCCc2ccccc21
-32	0	-42	-5	-17	-21	5	-35	1	Cc1ccc(CNC(=O)c2cc3c(-c4ccc(Cl)cc4)nn(C)c3s2)o1
-10[20 µM]	6	-2	.	-14	.	.	.	.	Clc1ccc(-c2ccc(-c3nn4c(-c5ccco5)nnc4s3)o2)cc1
-16	2	-5	2	-10	-3	-24	-8	0	CCOC(=O)c1cn2nc(Oc3ccc(OC)cc3)ccc2n1
-15[20 µM]	-1	-9	1	0	0	-18	-10	3	COC(=O)CCCCCc1ccc(C(C)=O)s1
-4	4	-3	0	-25	2	-12	18	5	O=C(Nc1ccc(Nc2ccncc2)cc1)c1ccc([N+](=O)[O-])cc1
-13	1	-3	3	-14	1	-14	-35	-5	CC1(C)N([O-])C(c2ccccc2)=C[N+](=O)C1(C)C
-19	3	-1	26	-18	-5	1	0	16	O=[N+]([O-])c1ccc(/C([O-])=C(/C(=S)Nc2ccccc2F)[n+]2ccccc2)cc1
-8	-1	-3	0	-19	-15	-9	-82	0	CCCc1ccc(-c2cc(C(=O)NN3CCOCC3)c3ccccc3n2)cc1
-12[20 µM]	1	-2	0	-5	-1	-19	7	-9	CCCCN1C(=O)C2NN=C(C(=O)OCC)C2C1=O (stereo not drawn)
-15[20 µM]	6	-5	18	5	-32	-5	-35	13	O=C(O)CCc1ccc(-c2ccc(Br)cc2)n1Cc1ccco1
-1[20 µM]	-3	-5	-1	3	-1	-8	26	-6	CCCN(C(=O)Cc1nc(N)n[nH]1)C1(C(=O)Nc2ccccc2C)CCCCC1
